E coli Lon inh: inhibitors of E. coli Lon protease; P0A9M0; actives 0.42% (n = 360,000); AID 602123; inhibition, % at 7.94 µM; purified E. coli Lon protease, fluorescence polarization; in the data active = inhibition above about 13%, passing the limit was not always enough;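 note: 0% = enzyme with probe and DMSO and 100% = no enzyme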
FAS TE block: FAS thioesterase (human) inhibition; inhibition, % at 15 µM; recombinant FAS-TE, OMFH fluorogenic substrate, fluorescence endpoint; actives 0.67% (n = 360,000); P49327;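 active = compounds whose normalised, plate-corrected inhibition of enzyme fluorescence in the single-dose primary screen is 50% or more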;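 note: 0% = DMSO with enzyme and 100% = substrate without enzyme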
CSN inh: inhibitors of human CSN-mediated cullin deneddylation | Q92905 | Purified CSN, SCF-Nedd8-OG deneddylation, fluorescence polarization | inhibition, % at 12.5 µM | actives 0.38% (n = 360,000) | AID 651999;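 active = pattern-corrected inhibition above about 35%, with an unprinted fluorescence ratio check between 0.5 and 1.5, limit read from the data, passing the limit was not always enough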;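 note: 0% = enzyme with substrate and 100% = substrate without enzyme; some results filed as inactive read as strong as hits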
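Assay system: HEK293T-derived human Csn5 enzyme; quantity: 0.24 nM enzyme; medium: Tris/NaCl/DTT buffer, pH 7.5; also added: substrate SCFSkp2-Nedd8OG, 10 nM; doses: 12.5 µM compound; schedule: 90 min reaction at room temperature; signal: FP; read-out: % inhibition of substrate cleavage by Csn5; benchmarks: substrate-only high control, full reaction low control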
PABP1 MLLE inh: inhibitors of microRNA-mediated deadenylation, human PABP1 MLLE binding. actives 0.36% (n = 360,000). GST-MLLE / FITC-PAM2 fluorescence polarization. inhibition, % at 20 µM. AID 588489. P11940; in the data active = inhibition above about 35%, passing the limit was not always enough;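 note: plate controls were DMSO wells with GST-MLLE for no effect and wells lacking GST-MLLE protein for full effect; some results filed as inactive read as strong as hits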
MsrA act: activates bovine MsrA enzyme; purified bovine MsrA, absorbance read-out; activation, % at 10.6 µM; actives 0.3% (n = 360,000); AID 602163; in the data active = activation above about 7.5%;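 note: 0% = vehicle and 100% = reference activator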
Rin1-Abl PPI inh: human Rin1-Abl interaction inhibition | inhibition, % at 7.35 µM | actives 0.4% (n = 360,000) | P00519+Q13671 | TR-FRET Rin1/Abl binding, biochemical | AID 588664; in the data active = inhibition above about 5%, passing the limit was not always enough
Tb MetRS inh: blocks T. brucei methionyl-tRNA synthetase activity; purified T. brucei MetRS, ATP depletion, Kinase-Glo luminescence; inhibition, % at 11.9 µM; actives 0.4% (n = 360,000);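 active = inhibition above a per-plate cutoff of the control wells' mean inhibition plus 3 SD, cut at about 5.5% in these data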;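 note: 0% = DMSO wells median and 100% = median of wells with control inhibitor compound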
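Measured by: Kinase-Glo luciferase luminescence reporting remaining unconsumed ATP. Material: purified T. brucei MetRS enzyme. Doses: 11.9 µM compound single dose, 0.9% DMSO. Medium: HEPES buffer containing pyrophosphatase, BSA, spermine, DTT. Times: 15 min preincubation, 2 h reaction, all 25 °C. Reagent: methionine, ATP and bulk E. coli tRNA.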
Neddylation inh: blocks human cullin neddylation | actives 0.58% (n = 360,000) | TR-FRET cullin neddylation, biochemical | AID 651699 | P61081+Q13564 | calls only at 25 µM; in the data active = inhibition above about 36%
MsrA inh: inhibitors of bovine MsrA; purified bovine MsrA, absorbance read-out; inhibition, % at 15.5 µM; actives 0.75% (n = 360,000); AID 651718; in the data active = inhibition above about 4.5%;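 note: 0% = vehicle wells with enzyme and 100% = reference inhibitor wells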
An asterisk follows results filed as active; i = inactive; x = no result given; & = joins results of further samples.

cpd	mol	MsrA inh	FAS TE block	Tb MetRS inh	Rin1-Abl PPI inh	MsrA act	E coli Lon inh	PABP1 MLLE inh	CSN inh	Neddylation inh
1	O[Si](CCCN1CCCCC1)(c1ccc(F)cc1)C1CCCCC1 (configuration not stated)	-1.2	-2	-1.0	-4	-1	0	-1	0	i
2	Oc1ccc2ccccc2c1CNn1cnnc1	0.9	-6	0.0	-3	2	-2	1	-4	i
3	COc1ccc(CCNS(=O)(=O)c2ccc(Br)cc2)cc1	-0.2	14	-0.8	5	-4	0	-8	0	i
4	OC(c1ccc(F)cc1)c1ncc(-c2ccc(Oc3ccccc3)cc2)[nH]1 (configuration not stated)	-0.2	12	-0.1	2	1	5	-8	-4	i
5	C=CCNc1nc2ccccc2nc1NS(=O)(=O)c1ccc(Br)cc1	1.1	-2	-0.1	0	0	-6	22	-2	i
6	C=CC[C@H](CC(=O)NCCO)C(=O)N[C@H](C)COC(=O)[C@@H](CC=C)Cc1ccc(F)cc1	0.2	-9	-0.1	4	0	-6	13	2	i
7	C[C@H](CO)N1C[C@H](C)[C@@H](CN(C)C(=O)Nc2ccc(C(F)(F)F)cc2)Oc2ccc(NC(=O)Nc3ccccc3)cc2C1=O	-1.4	22	6.1*	-4	-3	4	8	-4	i
8	CN1OC[C@@H]2CN(S(=O)(=O)c3cccc(C(F)(F)F)c3)[C@H](c3ccc(N4CCCCC4)cc3)C[C@@H]21	1.4	8	0.5	3	-4	-12	-3	1	i
9	O=C(CCC(=O)Nc1ccc(F)cc1)N/N=C/c1ccc(F)cc1	-0.5	-4	-0.6	0	-3	7	-2	1	i
10	Cc1ccc(OCC(=O)Nc2ccc(N3CCN(S(C)(=O)=O)CC3)cc2)c(C)c1	1.1	0	-0.2	-1	-4	0	4	-1	i

Reprinted from the part before: two entries; new compounds follow.
cpd	mol	MsrA inh	FAS TE block	Tb MetRS inh	Rin1-Abl PPI inh	MsrA act	E coli Lon inh	PABP1 MLLE inh	CSN inh	Neddylation inh
9	O=C(CCC(=O)Nc1ccc(F)cc1)N/N=C/c1ccc(F)cc1	-0.5	-4	-0.6	0	-3	7	-2	1	i
10	Cc1ccc(OCC(=O)Nc2ccc(N3CCN(S(C)(=O)=O)CC3)cc2)c(C)c1	1.1	0	-0.2	-1	-4	0	4	-1	i
11	Cc1cc(C)c(S(=O)(=O)c2ccccc2C)c(OCCO)n1	0.4	-2	-0.4	1	0	-9	-5	3	i
12	COc1cc(S(=O)(=O)N2CCN(c3ccccc3)CC2)ccc1F	-1.0	4	0.1	-1	-1	-4	-6	-6	i
13	CCCn1cnc2c(N)c(C)c(C)cc21	-0.5	-8	0.0	2	1	4	-7	3	i
14	COC(CNC(=O)C1CCN(C(=O)c2cc3oc(C)cc3n2Cc2c(F)cccc2Cl)CC1)OC	-0.4	-1	-0.6	1	-3	-5	13	-1	i
15	Cc1ccc(S(=O)(=O)N2CCN(C(=O)/C=C/c3ccco3)CC2)cc1	-0.3	4	0.9	-2	1	-12	-19	17	i
16	O=C(NC(=S)NC1CCCCCC1)c1cncc(Br)c1	0.2	9	-0.4	-2	-3	-12	22	-7	i
17	COc1cccc(S(=O)(=O)N(C)C[C@@H]2OCc3cn(nn3)CCCC(=O)N([C@@H](C)CO)C[C@H]2C)c1	-1.7	-5	-0.2	1	0	3	-4	1	i
18	Cc1ccc(NC(=O)CC2SC3=NCCCN3C2=O)c(C)c1 (configuration not stated)	0.1	-6	-0.8	-7	0	64*	63	-21	i
19	O=C(COc1ccccc1)Nc1nccs1	0.1	-8	-0.8	2	-2	-1	1	-6	i
20	COC(=O)CCN(C(=O)c1ccc2c(c1)OCO2)c1ccccn1	0.3	-3	0.0	0	-10	-7	-12	3	i
21	CC(C)C(NC(=O)c1ccc(Cl)c([N+](=O)[O-])c1)C(=O)NCc1ccccn1 (configuration not stated)	0.1	6	0.1	-2	-1	3	11	2	i
22	C=CCC1(C(=O)N(C)Cc2ccccc2)CCN(C(=O)OC(C)(C)C)CC1	-0.7	-6	-0.2	0	-1	-6	-7	-5	i
23	Cc1cc(C)c2nc(-c3ccccn3)cc(C(=O)Nc3ccc(S(=O)(=O)Nc4onc(C)c4C)cc3)c2c1	x	7	0.5	2	-4	-2	9	10	i
24	Cc1ccccc1Sc1ccc(N)cn1	-0.9	-9	-1.0	-2	-2	-156	-102	-78	i
25	Cc1ccc(-c2nc3ccccc3c(=O)n2CCCN2CCOCC2)cc1	-1.2	-5	-1.2	1	0	0	3	4	i
26	CCOC(=O)c1cc(NC(=O)Nc2nccs2)c(C)nc1C	-0.5	-7	-0.7	-1	-5	-2	-8	-2	i
27	CCn1ccnc1CN(C)Cc1cn(C)nc1-c1ccccc1F	-0.6	-10	-0.4	-3	-3	-5	4	1	i
28	CSc1nsc(SCC(=O)Nc2ccc(F)cc2F)n1	-0.6	4	-0.8	0	-8	-2	16	4	i
29	Cc1ccc(C)c(NC(=O)CCN2CCN(CCO)CC2)c1	-1.8	-2	-2.5	4	-11	-2	2	2	i
30	CC(C)CCN1C(=O)c2ccc(C(=O)Nc3ccccn3)cc2C1=O	-0.4	-15	-0.6	-2	-3	-5	2	0	i
31	CCOc1ncccc1C(=O)Nc1ccc(C(=O)Nc2ccc(OC)cc2)cc1	0.2	-3	-0.4	4	-2	-15	12	-6	i
32	COC(=O)c1ccc(-c2noc(CN(Cc3ccccn3)CC3CCCO3)n2)cc1 (configuration not stated)	0.8	1	-0.2	-1	-3	-3	-1	-1	i
33	CC(=O)OCC1=C(C(=O)O)N2C(=O)C(NC(=O)COc3ccc(F)cc3)C2SC1 (configuration not stated)	-1.6	-4	-0.5	3	-6	3	22	17	i
34	COc1ncccc1C(=O)N1CCCC(N2CCN(c3cccc(Cl)c3)CC2)C1 (configuration not stated)	-0.9	-5	-0.5	10	-12	0	6	1	i
35	COc1ccc(CNC(=O)CSc2n[nH]c(N)n2)cc1	-0.3	-6	-0.6	0	-6	12	2	9	i
36	Fc1ccc2c(c1)C(c1cccnc1)=NNC(c1cccs1)=N2	0.8	-6	-0.3	-1	0	-3	-4	-10	i
37	c1ccc(COc2nsnc2N2CCOCC2)cc1	0.4	-3	-0.5	2	-3	-1	-16	9	i
38	Cc1ccc2nc3c(cc(C(N)=S)c(=N)n3CCCOC(C)C)c(=O)n2c1	-0.8	-17	-0.7	0	-4	-13	1	4	x
39	CCOC(=O)c1ccccc1Nc1cn(C(C)=O)c2ccccc12	1.8	10	-0.8	-2	-3	-5	19	4	x
40	O=C(NCc1cccnc1)c1csc([C@@H]2O[C@H](CO)[C@H](O)[C@H](O)[C@H]2O)n1	-0.4	-6	0.2	0	-9	-5	-13	0	i
41	Cc1ccc2cc(CN(Cc3ccc4c(c3)OCO4)Cc3nnnn3Cc3ccco3)c(=O)[nH]c2c1	0.8	6	-0.1	1	0	-22	9	8	i
42	Cc1cc(N2CCN(C(=O)c3ccco3)CC2)n2ncnc2n1	-1.3	-8	0.2	2	-2	-2	9	3	i
43	CCN1CCc2c(OCC(=O)N3CCCCC3)cccc2C1=O	-1.3	-5	0.1	0	-5	-4	2	6	i
44	CCn1cnc2c1c(=O)n(Cc1nnc3n1-c1ccccc1SC3)c(=O)n2Cc1ccccc1	-1.3	-4	-0.1	7	-2	6	8	-5	i
45	Cc1ccc(C)c(NC(=O)CN(C)C(=O)C2CCN(S(=O)(=O)c3ccc4c(c3)OCCO4)CC2)c1	0.2	-3	-0.4	0	-3	4	14	2	i
46	O=C(Cc1ccsc1)NNC(=O)c1ccccc1Cl	-1.3	1	-0.6	1	-11	-10	13	-1	i
47	COc1ccc(C2CC(c3cccs3)=NN2C(=O)CSc2nc(=O)n3cc(C)ccc3n2)cc1 (configuration not stated)	3.8	53*	-0.1	-3	-4	-9	8	-1	i
48	O=C1CCc2cc(S(=O)(=O)NCc3ccc(F)cc3)cc3c2N1CCC3	-0.7	-11	-0.6	0	-10	5	11	1	i
49	O=C1CN(C(=O)COC(=O)c2ccc(N3CCCCCC3)c([N+](=O)[O-])c2)c2ccccc2N1	1.7	44	-0.4	-1	-5	-3	-3	8	i
50	COc1cccc(NC(=S)N2CCN(C)CC2)c1	-0.2	-6	-0.5	2	-4	6	-27	4	i
51	Cc1ccc(S(=O)(=O)CCC(=O)Nc2cccc(C)c2)cc1	0.2	-8	0.2	0	-1	0	-14	-2	i
52	O=S(=O)(c1cccc(F)c1)N1CCN(C(=S)NCc2ccccc2)CC1	2.7	-1	0.2	-5	-4	-9	-108	7	i
53	CCOCCCNS(=O)(=O)c1cc2[nH]c3c(c2cc1C)C(=O)CC(C)(C)C3	-0.7	-4	-0.4	3	-3	-4	-1	3	i
54	Cc1nnc(SCC(=O)Nc2nsc(-c3ccccc3)n2)s1	0.8	-7	0.0	-3	-1	1	-3	6	i
55	CCN(C(=O)COC(=O)c1cc(NS(=O)(=O)c2ccc(Cl)c([N+](=O)[O-])c2)ccc1O)C1CCCCC1	-0.9	49	-0.2	2	-1	2	-3	-10	i
56	COc1ccc2c(-c3ccc(S(N)(=O)=O)cc3)c(-c3ccc(S(C)(=O)=O)cc3)sc2c1	3.5	8	-0.4	-4	-2	9	2	4	i
57	COc1ccc2c(CC(=O)NC3CCCc4ccccc43)coc2c1 (configuration not stated)	-0.1	1	-0.7	1	-1	-6	-17	6	i
58	CCCCOc1ccc(S(=O)(=O)NC(=O)C2(C)CCN2C(=O)Cc2cccs2)cc1 (configuration not stated)	-0.5	-13	-0.1	-4	-2	-5	3	0	i
59	O=C1SC(SC(=Nc2ccccc2)Nc2ccccc2)C(=O)N1c1ccccc1 (configuration not stated)	-1.7	8&14	-0.5&0.8	0&-1	-4&-2	3&-19	21&26	1&-5	i
60	Cc1ccc(OCCC(=O)NNC(=O)c2nn(C)c(=O)c3ccccc23)cc1	0.7	-4	0.2	0	-5	-1	7	-1	i

Other results
cpd	mol	MsrA inh	FAS TE block	Tb MetRS inh	Rin1-Abl PPI inh	MsrA act	E coli Lon inh	PABP1 MLLE inh	CSN inh	Neddylation inh
61	COC(=O)c1ccc(N(CC(=O)NC2CCCCC2)C(=O)CNC(=O)c2ccco2)cc1	0.0	-1	-1.0	1	-4	-4	-5	-5	i
62	CC(=O)Oc1ccc(-c2csc(Nc3cccnc3)n2)cc1	-0.8	-6	0.7	3	-2	-5	12	0	i
63	COc1cc(C(=O)NCCNC(=O)c2ccco2)cc(OC)c1OC	2.3	0	-0.2	-2	-1	-27	-4	10	i
64	COC(=O)[C@@]12CCCCN1[C@H](c1ccc(-c3cccc(Cl)c3)cc1)[C@H]1C(=O)N(C)C(=O)[C@H]12	0.5	32	-0.5	1	-3	4	6	2	i
65	Cc1ccc(NC(=O)CS(=O)(=O)c2c[nH]c3ccccc23)c(C)c1	-0.3	-4	-1.6	3	-7	-1	-4	0	i
66	Cc1occc1-c1nnc(SCC(=O)N(C)CCC#N)n1N	0.1	1	0.0	2	-3	-6	-12	-1	i
67	O=C([O-])c1ccccc1-[n+]1c(-c2ccccc2)cc(-c2ccccc2)cc1-c1ccccc1	0.9	-10	-0.2	0	-2	-10	1	2	i
68	COc1ccc(C(=O)Nc2ccc(O)c3c(=O)cc(-c4cccc(Cl)c4)oc23)cc1	-1.1	16	-0.2	-3	-2	-2	8	5	i
69	CCOc1ccc(S(=O)(=O)NCc2ccncc2)cc1	0.1	-6	-0.5	-5	-2	-6	15	-6	i
70	O=C(NCCc1cccs1)C1CCC(=O)N(CCc2cccc(F)c2)C1 (configuration not stated)	-0.9	-4	-0.2	6	-4	4	14	1	i

High-throughput results (PubChem)
